Assay outcomes: PubChem, National Center for Advancing Translational Sciences (NCATS)
Coupling enz = coupling enzyme interference in Giardia aldolase counter-screen; coupling enzyme system counterscreen, AmpLite Red fluorescence; activity change, negative = inhibition, % at 58.2 µM, hits read low; 290,000 compounds, 0.67% hits; in the data active = activity change below about -30%
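Compounds tested against the coupling enzymes alone at 57.5 uM final; readout was AmpLite Red fluorescence (525/598 nm) after 20 min at RT.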
USP2a inh = inhibitors of human ubiquitin-specific protease USP2a. Potency, µM (highest dose often 38.3 µM), for inactives: at the highest dose activity change, negative = inhibition, hits mostly inhibitors. AID 463254. USP2 core, Ub-CHOP2 coupled fluorogenic reporter, 485/531. 330,000 compounds, 0.01% hits. O75604;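 note: potency is the fitted concentration of half-maximal effect; plate controls were DMSO wells for no effect and full inhibition by NEM control for full effect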
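USP2 core (10nM final) preincubated 30min RT with compound in 20mM Tris-HCl pH 8.0, 2mM CaCl2, 2mM beta-mercaptoethanol, 0.05% CHAPS; 25nM Ub-CHOP2 plus 25nM reporter substrate added, fluorescence (Ex485/Em531) read after 60min.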
B2AR arrestin = beta2AR (human) beta-arrestin recruitment activity; AID 492947; 330,000 compounds, 0.02% hits; beta-arrestin recruitment to beta2AR, cell-based reporter; Potency, µM (titrated, usually from 46.1 µM), inactives show at the highest dose activation, most hits filed as activators;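 note: potency is the fitted concentration of half-maximal effect; 0% = DMSO controls and full agonism = EC100 isoproterenol or metaproterenol; nearly all actives have a fitted effect of over 65% in size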
Target sequence (P07550 whole entry, looked up): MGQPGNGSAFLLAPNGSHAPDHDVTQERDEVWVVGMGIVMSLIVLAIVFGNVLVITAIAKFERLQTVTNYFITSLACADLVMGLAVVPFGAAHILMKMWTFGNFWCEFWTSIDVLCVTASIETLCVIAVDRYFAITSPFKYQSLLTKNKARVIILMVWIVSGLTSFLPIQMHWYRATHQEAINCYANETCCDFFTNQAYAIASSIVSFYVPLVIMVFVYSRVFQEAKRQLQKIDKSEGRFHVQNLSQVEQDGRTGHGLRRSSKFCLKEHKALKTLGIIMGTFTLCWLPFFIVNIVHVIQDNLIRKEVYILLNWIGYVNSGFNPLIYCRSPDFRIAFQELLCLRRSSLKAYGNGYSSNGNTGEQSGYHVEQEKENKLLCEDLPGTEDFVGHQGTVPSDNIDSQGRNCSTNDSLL
KCNH2 3.1 inh = inhibitors of human KCNH2 3.1 potassium channel isoform | activity change, % (tested at about 1.8 µM) | 340,000 compounds, 0.95% hits | U2OS KCNH2 3.1, thallium flux FluxOr; stronger effect = lower value;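 active = maximum activity change below -70%; inconclusive = maximum activity change from -70% to -50%; inactive = maximum activity change above -50%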;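 note: thallium influx rate constant from kinetic fluorescence after stimulation buffer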
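FluxOr-based Tl+ influx in U2OS cells transduced with KCNH2 3.1 virus; rate constants normalized to DMSO controls.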
uPA generation = inhibitors of cell surface uPA generation. 330,000 compounds, 0.31% hits. cell surface uPA generation assay, qHTS. Potency, µM (doses to about 38.3 µM), without a hit: at the top dose activity change, negative = inhibition, actives largely listed as inhibitors. AID 540303; active = well fitted inhibition curve with a large enough effect; inconclusive = small, poorly fitted or top-dose-only effect; inactive = no such curve, though single readings can be large or run the other way; tested in mouse RAW 264.7 cells; note: potency is the fitted concentration of half-maximal effect; nearly all actives have a fitted effect of over 55% in size
GALK inhibitor = blocks human galactokinase activity; P51570; Purified GALK, Kinase-Glo residual ATP luminescence; AID 1868; Potency, µM (titrated, usually from 57.5 µM), for inactives: top-dose activity change, negative = inhibition, hits mostly inhibitors; 270,000 compounds, 0.007% hits; note: potency is the fitted concentration of half-maximal effect
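ATP-depletion format; final 35 uM ATP, 100 uM D-galactose, 5 nM enzyme; pH 8.0 HEPES/Mg2+ buffer; 60 min RT; luminescence read 10 min after detection reagent.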
hERG WT inh = inhibitors of human wildtype KCNH2 potassium channel. Q12809. U2OS, BacMam KCNH2, thallium flux FluxOr; stronger effect = lower value. activity change, % at 1.84 µM. 340,000 compounds, 0.37% hits;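 active = maximum activity change below -70%; inconclusive = maximum activity change between -70% and -50%; inactive = maximum activity change above -50%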
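U2OS cells were transduced with wild-type KCNH2 virus (2.03 x 10^8 / mL) for 4 h at room temperature, then cultured overnight at 37 C. Thallium flux was read with FluxOr dye. Rate constants were normalized to DMSO controls.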
BCR signal inh = chronic active BCR signaling inhibition; ABC-DLBCL IkBa-CBG/CBR reporter, luminescence ratio, 4 h; Potency, µM (titrated, usually from 46.1 µM), for inactives: at the highest dose ratio change, negative = lower green/red ratio, hits mostly inhibitors; 340,000 compounds, 0.05% hits; active = well fitted inhibition curve with a large enough effect in the signal ratio, with a control signal flat, not every such curve was filed as active; inconclusive = small, poorly fitted or top-dose-only effect, or effect the other way, or a change in a side signal; the % refers to the signal ratio;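 note: potency is the fitted concentration of half-maximal effect; plate controls were basal doxycycline-induced cells for no effect and cells given 10 µM MG132 for full effect; MG132 reads +100%, hits lower the ratio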
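TMD8 ABC-DLBCL cells carrying doxycycline-inducible green luciferase fused to IkappaBalpha plus unfused red luciferase were exposed to compounds (up to 46 uM) for 4 hrs at 37C. Activity came from the overlap-corrected green/red luminescence ratio.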
Giardia kill = kills Giardia lamblia; Giardia lamblia trophozoite viability; activity change, % at 7.66 µM, hits read low; 340,000 compounds, 0.15% hits; AID 540267; in the data active = activity change below about -80%; inconclusive = between about -30% and that limit;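 note: parasites exposed to compound for two days anaerobically before the ATP read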
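Anaerobic 48 hrs incubation at 37 deg C of 100 trophozoites/well with test compounds; ATPLite 1-Step luminescence, 15-30 min RT, reports cellular ATP as viability.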
PKM2 act = activators of human pyruvate kinase M2; AID 1631; purified PKM2, Kinase-Glo ATP luminescence, activation; response scale: 0% is enzyme alone, no compound; 260,000 compounds, 0.34% hits; Potency, µM (top dose mostly 57.5 µM), without a hit: at the highest dose activation, usual class: activators; note: potency is the fitted concentration of half-maximal effect; nearly all actives have a fitted effect of over 55% in size
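Kinase-Glo luminescence reports ATP generated from ADP (0.1 mM) and PEP (0.5 mM) by purified hPK-M2 after 1 h at room temperature, pH 7.2 imidazole buffer; intermediate enzyme activity allows detecting inhibitors and activators.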
Eya2 inh = blocks the phosphatase activity of human Eya2 | 330,000 compounds, 0.006% hits | Potency, µM (top dose mostly 76.9 µM), for inactives: at the highest dose activity, negative = inhibition, hits mostly inhibitors | recombinant Eya2, OMFP fluorescence dephosphorylation (OMFP is methylfluorescein phosphate) | O00167; note: potency is the fitted concentration of half-maximal effect
Target sequence (O00167 whole entry, looked up): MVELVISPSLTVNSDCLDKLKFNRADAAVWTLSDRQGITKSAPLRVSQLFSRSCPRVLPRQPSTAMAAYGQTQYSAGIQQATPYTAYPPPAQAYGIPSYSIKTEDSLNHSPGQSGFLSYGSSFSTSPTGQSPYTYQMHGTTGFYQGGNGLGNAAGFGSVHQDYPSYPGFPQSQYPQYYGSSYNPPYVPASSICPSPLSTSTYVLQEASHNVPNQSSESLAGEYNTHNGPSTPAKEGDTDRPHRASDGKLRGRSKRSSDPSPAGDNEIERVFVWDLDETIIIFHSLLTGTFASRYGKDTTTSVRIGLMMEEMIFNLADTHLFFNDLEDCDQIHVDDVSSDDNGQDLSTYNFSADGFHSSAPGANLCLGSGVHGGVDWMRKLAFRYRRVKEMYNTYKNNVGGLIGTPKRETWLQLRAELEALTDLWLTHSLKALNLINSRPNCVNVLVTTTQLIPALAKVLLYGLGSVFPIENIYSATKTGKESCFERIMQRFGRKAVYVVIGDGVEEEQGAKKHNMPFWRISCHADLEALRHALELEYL
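Eya2 (0.2 uM) preincubated 10 min at ambient with compound, then OMFP substrate added at 50 uM; 10 min reaction in 50 mM HEPES pH 7.5, 50 mM NaCl, 5 uM MgCl2, 0.05% BSA, 1 mM DTT. Fluorescence read at Ex 485/Em 525 nm.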
The depositor's hits bear a star; ? = inconclusive; . = no result given. Unless noted, calls come from the whole dose curve; as a rule, active = well fitted curve in the direction sought with a large enough effect; inconclusive = small, poorly fitted or top-dose-only effect, or another doubt; inactive = no such curve, though single readings can be large; an effect the other way counts as inactive or inconclusive. Unless noted, % is set by controls: 0 for no effect and ±100 for the full control effect.

canonical_smiles	Coupling enz	USP2a inh	B2AR arrestin	KCNH2 3.1 inh	uPA generation	GALK inhibitor	hERG WT inh	BCR signal inh	Giardia kill	PKM2 act	Eya2 inh
O=C(COc1cccc2ccccc12)N/N=C/c1ccco1	.	1%	-0.3%	22	-3%	0%	-6	-5%	-5	0%	1%
CCOC(=O)c1ccc2nc(Nc3nc4ccc(F)cc4s3)sc2c1	0	1%	-0.3%	-6	0%	1%	7	?	-5	-10%	5%
CC(=O)c1ccc(NC(=O)C(Cc2ccccc2)NC(=O)c2ccco2)cc1 (stereo unspecified)	-3	-1%	-0.1%	12	0%	-3%	15	0%	-10	0%	3%
COc1ccc(NC(=O)CN2C(=O)NC(c3ccccc3)(c3ccccc3)C2=O)cc1	-10	2%	-0.4%	-36	1%	-2%	7	2%	-18	4%	6%
COc1ccc(-c2[nH]ncc2CNC(C)c2ccccc2Cl)cc1F (stereo unspecified)	1	6%	-0.1%	2	11%	0%	5	?	25	1%	-1%
CCN(CC)CC(C)CNC(=O)CC(C(=O)N1CCc2ccccc21)n1ccnc1 (stereo unspecified)	2	0%	-0.4%	-6	.	0%	-3	-9%	-1	4%	1%
CCCc1cc(=O)[nH]c(SCC(=O)c2cc(C)n(C3CC3)c2C)n1	9	1%	-0.8%	-1	9%	-2%	-6	?	10	-3%	7%
CCc1ccccc1NC(=O)/C(=C/c1ccccc1)c1ccccc1	-5	0%	0.1%	2	.	0%	-8	-6%	4	11%	2%
COc1ccc(CCN2CC(C(=O)NCc3c(C)n[nH]c3C)CCC2=O)cc1 (stereo unspecified)	.	-2%	0.0%	3	-6%	-2%	3	0%	7	1%	8%
Clc1ccc(Oc2cccc(/C=N/n3cnnc3)c2)cc1	-7	-12%	0.3%	-5	-9%	-1%	1	?	-16	-1%	-18%
Cc1ccc(S(=O)(=O)NCCNC(C)c2ccc(Br)cc2)cc1 (stereo unspecified)	.	-1%	-1.7%	-40	1%	.	-1	4%	-11	.	-1%
COc1ccccc1NC(=O)C(C)OC(=O)CCC1CCCCC1 (stereo unspecified)	.	0%	8.0%	-7	3%	-5%	5	3%	5	3%	-11%
CCOc1ccc(-c2c(C(=O)N/N=C/c3c[nH]c4ccccc34)nnn2-c2nonc2N)cc1	-4	2%	0.3%	-15	-15%	1%	-12	9%	12	.	-1%
COc1cc(C(C)=O)ccc1OCC(O)CN1CCN(S(=O)(=O)c2ccccc2)CC1 (stereo unspecified)	3	1%	0.0%	7	-1%	1%	-5	?	-8	0%	4%
CCOC(=O)C1=C(C)NC(SCC(=O)O)=NC1c1ccccc1 (stereo unspecified)	3	0%	-0.2%	-4	-1%	0%	3	?	6	3%	-4%
O=C(O)c1cc(NS(=O)(=O)c2cccc3nsnc23)cc(C(=O)O)c1	-2	7%	3.1%	-6	12%	-3%	-6	6%	2	.	2%
Cc1c(Nc2ncnc3nc[nH]c23)c(=O)n(-c2ccccc2)n1C	0	4%	0.6%	2	3%	1%	-6	-2%	0	-11%	3%
CC(C#N)OC(=O)c1cccnc1SCC(=O)Nc1ccc2c(c1)OCO2 (stereo unspecified)	.	2%	-0.2%	12	0%	.	-1	?	0	.	4%
CCOc1ccc(Nc2nc(Cc3nnc(SCC(N)=O)o3)cs2)cc1	1	1%	0.0%	-13	-23%	0%	-7	?	-9	3%	-26%
O=C1Nc2ccccc2/C1=N/c1sc2c(c1C(=O)NCCc1ccccc1)CCCC2	-4	0%	-1.0%	11	0%	-4%	10	11%	1	2%	12%
COc1ccc(/C(N)=N/OC(=O)c2cccs2)cc1	0	0%	-0.7%	3	?	4%	1	?	8	-17%	-3%
O=C(Nc1ccccc1C(=O)N1CCCCCC1)c1ccc(F)cc1	.	-1%	-0.6%	18	-19%	-1%	0	5%	-1	1%	3%
CCN1CCCC(CO)(Cc2ccccc2)C1 (stereo unspecified)	0	4%	-0.5%	-8	5%	1%	0	13%	12	-2%	5%
C/C(=N\NC(=O)c1ccc2c(c1)OCO2)c1ccc(C(=O)O)s1	3	-1%	0.1%	-7	3%	5%	-6	?	6	11%	10%
COc1ccc(-c2cc(C)no2)cc1S(=O)(=O)N1CCN(c2ccc([N+](=O)[O-])cc2)CC1	-1	3%	0.0%	-106*	-14%	-5%	-78*	2%	-21	.	5%
O=C1NC[C@H](c2ccccc2)OC(=O)[C@H](Cc2ccc(F)cc2)C/C=C\C[C@@H]1CC(=O)N(CCO)Cc1ccccc1	.	2%	0.0%	.	-1%	.	.	0%	-5	.	-13%
Cc1cccc(S(=O)Cc2ccc(C(=O)N3CCOCC3)o2)c1 (stereo unspecified)	.	-1%	0.5%	6	-11%	-2%	-11	-4%	-17	.	-2%
CC1CCCC(NC(=O)C2CCN(C(=O)Nc3ccccc3)CC2)C1C (stereo unspecified)	.	0%	0.1%	16	-14%	.	3	8%	-14	.	2%
CN(C(=O)COC(=O)c1ccc2c(c1)NC(=O)CS2)C1CCS(=O)(=O)C1 (stereo unspecified)	-2	3%	-0.2%	12	-2%	-5%	6	-1%	5	0%	6%
COC(=O)c1ccc(OCCOc2ccc(C(=O)OC)cc2)cc1	0	7%	0.2%	-6	-7%	0%	2	?	10	3%	-12%

(cont.)
canonical_smiles	Coupling enz	USP2a inh	B2AR arrestin	KCNH2 3.1 inh	uPA generation	GALK inhibitor	hERG WT inh	BCR signal inh	Giardia kill	PKM2 act	Eya2 inh
CCS(=O)(=O)N1Cc2ccccc2CC1C(=O)N(C)Cc1ccc(OC)cc1OC (stereo unspecified)	-3	-6%	0.2%	10	-2%	8%	-2	2%	-20	0%	-1%
CCOc1ccccc1OCC(=O)Nc1cccc(S(=O)(=O)NC2=NCCCCC2)c1	.	-1%	0.2%	18	4%	.	-9	-8%	7	.	8%
CCOC(=O)C1=C(C)N(C)C(=O)NC1c1cccc2ccccc12 (stereo unspecified)	7	-4%	-0.8%	5	4%	-1%	-8	-2%	10	?	-6%
CC1(C)C(=O)OC(/C=C\c2cccc([N+](=O)[O-])c2)C(C)(C)C1=O (stereo unspecified)	-1	2%	0.1%	11	6%	0%	-19	1%	-12	-2%	4%
CSc1nnc(-c2ccc(F)cc2)o1	2	0%	-0.7%	8	2%	1%	-2	?	10	-1%	14%
CCn1nc(C)c(CN2CCN(Cc3cccc(OC)c3)C(CCO)C2)c1C (stereo unspecified)	1	0%	-0.6%	16	0%	1%	6	7%	-11	-2%	14%
CC(C)(C#N)Nc1ccccc1	2	-5%	-0.3%	1	1%	-1%	.	-1%	-22	10%	5%
O=C(COC(=O)c1cc2c(s1)CCCCC2)NC1CCS(=O)(=O)C1 (stereo unspecified)	.	0%	0.1%	-5	3%	.	-7	-8%	4	.	3%
CC1CCN(C(=O)C2CCN(CC(C)c3ccccc3)CC2)CC1 (stereo unspecified)	-4	-5%	-0.3%	19	3%	-2%	14	7%	-20	-18%	-4%
CC(=O)NC(O)C(=O)c1ccccc1 (stereo unspecified)	4	0%	-0.3%	11	-1%	2%	5	2%	-11	0%	5%
CN(CC(=O)N1CCc2ccccc21)S(=O)(=O)c1ccc(Cl)cc1	0	4%	0.0%	15	-5%	3%	9	?	-8	2%	1%
O=C1c2cccc3c([N+](=O)[O-])ccc(c23)C(=O)N1Cc1cccnc1	4	11%	-0.2%	-38	.	5%	-26	?	0	25%	24%
CCOc1ccc(NC(N)=O)cc1OCC	0	2%	-1.5%	3	0%	-3%	-1	?	10	-6%	-8%
Cc1cc(SCC(=O)OCC(=O)NCc2ccc3c(c2)OCO3)c(C)cc1Br	0	-2%	-0.5%	-3	-2%	1%	-2	2%	-26	0%	-2%

Complete entries, quoted from the list:
`CC1(C)C(=O)OC(/C=C\c2cccc([N+](=O)[O-])c2)C(C)(C)C1=O` (stereo unspecified) across the screens: Coupling enz = -1; USP2a inh = 2%; B2AR arrestin = 0.1%; KCNH2 3.1 inh = 11; uPA generation = 6%; GALK inhibitor = 0%; hERG WT inh = -19; BCR signal inh = 1%; Giardia kill = -12; PKM2 act = -2%; Eya2 inh = 4%
`O=C1c2cccc3c([N+](=O)[O-])ccc(c23)C(=O)N1Cc1cccnc1` across the screens: Coupling enz = 4; USP2a inh = 11%; B2AR arrestin = -0.2%; KCNH2 3.1 inh = -38; uPA generation = .; GALK inhibitor = 5%; hERG WT inh = -26; BCR signal inh = ?; Giardia kill = 0; PKM2 act = 25%; Eya2 inh = 24%
